Source: PubChem (The Scripps Research Institute Molecular Screening Center)
M1 antag – human CHRM1 antagonism; P11229; CHO-K1 hM1, Fluo-8 calcium fluorescence, ACh EC80 antagonist; inhibition, % at 3 µM; 360,000 tested, 1.3% active;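 active means percent inhibition above its own plate's cutoff, namely the mean of that plate's compound wells plus 3 SD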;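 further: peak over basal fluorescence ratio during 140 s after agonist addition; 0% = ACh EC80 plus DMSO and 100% = DMSO alone without agonist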
Target sequence (P11229 whole entry, looked up): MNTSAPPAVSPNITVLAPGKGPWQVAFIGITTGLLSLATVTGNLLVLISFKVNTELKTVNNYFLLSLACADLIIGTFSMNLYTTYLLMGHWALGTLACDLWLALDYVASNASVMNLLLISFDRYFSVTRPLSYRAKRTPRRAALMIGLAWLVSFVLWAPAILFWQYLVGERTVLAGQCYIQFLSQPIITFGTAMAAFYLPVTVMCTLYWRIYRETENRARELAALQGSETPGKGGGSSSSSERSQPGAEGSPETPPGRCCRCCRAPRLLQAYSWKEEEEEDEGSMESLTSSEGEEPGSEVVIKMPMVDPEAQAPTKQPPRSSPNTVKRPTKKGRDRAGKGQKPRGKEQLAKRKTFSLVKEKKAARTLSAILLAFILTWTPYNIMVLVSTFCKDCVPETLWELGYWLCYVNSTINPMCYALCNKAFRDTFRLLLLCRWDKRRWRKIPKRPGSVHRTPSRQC
CHO parental Ca – counter-screen for OX1R antagonists: effect in parental CHO cells; 330,000 tested, 0.63% active; parental CHO-K1, ATP-induced calcium, Fluo-8 fluorescence; inhibition, % at 5.6 µM;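 active means inhibition above that plate's mean sample inhibition plus 3 SD, cut at about 26% in these data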;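 further: 0% = ATP-challenged DMSO wells and 100% = DMSO wells without ATP; some compounds past the cut are filed as inactive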
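Test system: untransfected parental CHO cell line; also added: ATP stimulus; dosing: 5.6 µM, single dose; signal: calcium-sensitive Fluo-8 fluorescence; measure: percent inhibition of ATP-evoked calcium rise, normalized to controls; benchmarks: low control ATP plus DMSO, high control DMSO only; replication: one well per compound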
CHRM1 PAM – potentiates human M1 receptor response to acetylcholine | activation, % at 3 µM | P11229 | CHO-K1 hM1, Fluo-8 calcium fluorescence, ACh EC20; 0% = ACh EC20, 100% = maximal ACh | 360,000 tested, 0.088% active; in the data active means activation above about 19%, passing the limit was not always enough
CHO-K1 Ca antag – counter-screen for M1 antagonists: effect in parental CHO-K1 cells; ATP-induced calcium, Fluo-8 fluorescence; inhibition, % at 3 µM; 360,000 tested, 0.6% active; AID 602250;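 active means inhibition above a per-plate cutoff, the plate's mean sample inhibition plus 3 SD, cut at about 24% in these data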;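 further: 0% = DMSO plus EC80 ATP and 100% = DMSO alone without ATP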
TAAR1 antag – human TAAR1 antagonism; CHO RD-HGA16 TAAR1, Fluo-8 calcium fluorescence, antagonist; 360,000 tested, 1.5% active; inhibition, % at 3 µM; AID 624466;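 active means inhibition above a per-plate cutoff, the mean inhibition of test compounds on that plate plus 3 SD, cut at about 49% in these data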;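 further: 0% = DMSO plus EC80 beta-PEA response and 100% = DMSO alone without agonist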
Target sequence (Q96RJ0 whole entry, looked up): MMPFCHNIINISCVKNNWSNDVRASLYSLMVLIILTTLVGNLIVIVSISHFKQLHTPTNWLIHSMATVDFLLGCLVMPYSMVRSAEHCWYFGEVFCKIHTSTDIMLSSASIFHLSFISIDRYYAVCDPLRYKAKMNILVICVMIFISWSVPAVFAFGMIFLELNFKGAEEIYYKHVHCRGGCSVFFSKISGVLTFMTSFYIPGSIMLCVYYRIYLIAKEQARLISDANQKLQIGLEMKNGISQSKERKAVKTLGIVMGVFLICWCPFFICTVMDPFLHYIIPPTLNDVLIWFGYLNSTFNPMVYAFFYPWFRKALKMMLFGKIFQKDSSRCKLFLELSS
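Material: CHO RD-HGA16 cells bearing hTAAR1; compound dosing: one-point dosing, 3 µM nominal final; schedule: dye loading 75 min at 37 °C, then 30 min room temperature; measured by: calcium fluorescence with Fluo-8; control set: vehicle and agonist controls; replication: n of 1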
M1 PAM parental – M1 PAM counterscreen hit in parental CHO-K1 cells | 360,000 tested, 0.02% active | ATP EC20, Fluo-8 calcium fluorescence; 0% at ATP EC20, 100% at ATP max | activation, % at 3 µM;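 active means activation above the run cutoff, the mean activation of all test compounds plus 3 SD, cut at about 40% in these data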;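 further: peak over basal fluorescence ratio in a 140 s read after ATP addition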
CHRM1 agonist – human M1 muscarinic receptor agonism; 360,000 tested, 0.33% active; P11229; CHO-K1 hM1, Fluo-8 calcium fluorescence, agonist mode; 0% DMSO, 100% acetylcholine EC100; activation, % at 3 µM;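 active means activation above the run's mean compound activation plus 3 SD, cut at about 16% in these data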;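 further: peak over basal fluorescence ratio within a 140 s kinetic read after compound addition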
TAAR1 ag – agonists of human TAAR1. Q96RJ0. CHO RD-HGA16 TAAR1, Fluo-8 calcium fluorescence; vehicle wells 0%, saturating PEA agonist 100%. activation, % at 3 µM. 360,000 tested, 0.99% active. AID 624467;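 active means activation above the mean activation of all test compounds in the run plus 3 SD, cut at about 38% in these data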
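Test system: RD-HGA16 (CHO) cells co-expressing Gα16 and hTAAR1; dosing: one-point dosing at 3 µM (nominal); timing: 17-24 h seeding, 75 min 37 °C dye, 30 min RT; signal: kinetic Fluo-8 calcium fluorescence; read-out basis: % activation relative to PEA EC100 response; controls: DMSO and PEA EC100; replicates: n 1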
CHO-K1 Ca ag – nonselective activator or artifact in parental CHO-K1 cells. Fluo-8 calcium fluorescence; scaled to maximal ATP response, vehicle zero. 360,000 tested, 0.48% active. activation, % at 3 µM; in the data active means activation above about 15%;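 further: untransfected CHO-K1 host cells lacking M1 receptor as counterscreen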
Active calls of the source: *; / = no result given. An unsorted share of the library; any-hit rate near 4.4%.

SMILES	M1 antag	CHO parental Ca	CHRM1 PAM	CHO-K1 Ca antag	TAAR1 antag	M1 PAM parental	CHRM1 agonist	TAAR1 ag	CHO-K1 Ca ag
CCCCc1cc(=O)oc2cc(C)cc(OCC(=O)NCCN3CCOCC3)c12	6	-8	4	7	6	-13	-3	0	0.7
CCOC(=O)c1c(NC(=O)Cn2ccsc2=N)sc(C)c1C	6	-18	6	1	-1	-9	-4	5	-0.3
Cc1ccc(C(=O)NCc2ccccc2F)cc1S(=O)(=O)N1CCCC1	-11	-15	8	-11	-5	11	-7	9	3.5
CC1(C)CC(=O)c2sc(NS(=O)(=O)c3ccc(F)cc3)nc2C1	-4	1	8	4	5	-4	-7	10	-0.1
COc1ccc(-c2nc(CSCC(=O)N3CCN(C4CCCCC4)CC3)c(C)o2)cc1OC	5	-25	-4	-5	-5	2	-6	2	-0.1
O=C(O)c1cccnc1SCC(=O)N1CCCc2ccccc21	-18	13	2	-10	-9	6	-2	0	0.8
Cc1ccc(/C=C/C(=O)NCC2COc3ccccc3O2)o1 (stereo unspecified)	-3	-4	3	12	10	-11	-5	6	0.0
C=CCNc1ncnc2c1[nH]c1ccc(C)cc12	10	9	-10	23	8	-11	-1	1	3.3
CCOP(=O)(OCC)C(NC(=O)Nc1cccc(Cl)c1)C(N)=O (stereo unspecified)	-1	-2	5	6	1	-13	-3	7	1.0
CSc1cccc(NC(=O)c2cccc3cccnc23)c1	-6	-9	0	1	-10	2	-6	-2	2.3
CC(Sc1nncs1)C(=O)Nc1ccc(S(=O)(=O)Nc2ncccn2)cc1 (stereo unspecified)	1	9	11	19	-15	7	2	5	-0.6
COc1ccccc1N1C(=O)c2cccnc2C1=O	-11	0	8	-5	-5	17	-2	2	1.3
Cc1ccc(/C=C/C(=O)Nc2cccc3cccnc23)o1	4	7	-2	-4	-9	17	-7	8	1.3
CCc1cc(C(=O)N(CCCOC)c2c(N)n(Cc3ccccc3)c(=O)[nH]c2=O)sc1C	-17	-26	4	1	-58	1	-2	2	0.8
CCOC(=O)C(C)Sc1nnc(-c2ccccc2O)n1-c1ccc(C)cc1 (stereo unspecified)	-6	-25	2	-8	-1	19	-6	-4	8.7
CCOC(=O)NC(C(F)(F)F)(C(F)(F)F)P(=O)(c1ccccc1)c1ccccc1	-10	-14	5	10	5	-7	-3	12	0.1
COC(=O)N1[C@H](Cc2ccccc2)C=C[C@]1(C)C(=O)NCc1ccccn1	-12	-12	8	-16	/	16	0	/	0.2
Cc1cc(NC(=O)CSCC(=O)OCc2nnc(-c3ccccc3)o2)no1	-13	-4	16	4	-25	10	1	2	-0.1
CC(C)N(C)c1ncnc2c1ncn2[C@H]1CN(Cc2cccs2)C[C@@H](CO)O1	-24	/	11	-22	-6	19	1	1	1.1
CCOC(=O)C1CCN(S(=O)(=O)c2cccc(-c3cn4ccccc4n3)c2)CC1	19	-10	-9	10	20	-4	-1	3	5.3

Grouped by structure: those above with a furan ring, fused or not
SMILES	M1 antag	CHO parental Ca	CHRM1 PAM	CHO-K1 Ca antag	TAAR1 antag	M1 PAM parental	CHRM1 agonist	TAAR1 ag	CHO-K1 Ca ag
Cc1ccc(/C=C/C(=O)NCC2COc3ccccc3O2)o1 (stereo unspecified)	-3	-4	3	12	10	-11	-5	6	0.0
Cc1ccc(/C=C/C(=O)Nc2cccc3cccnc23)o1	4	7	-2	-4	-9	17	-7	8	1.3

Quoted at random: two records from the list, in no set order.
SMILES	M1 antag	CHO parental Ca	CHRM1 PAM	CHO-K1 Ca antag	TAAR1 antag	M1 PAM parental	CHRM1 agonist	TAAR1 ag	CHO-K1 Ca ag
COC(=O)N1[C@H](Cc2ccccc2)C=C[C@]1(C)C(=O)NCc1ccccn1	-12	-12	8	-16	/	16	0	/	0.2
CC(C)N(C)c1ncnc2c1ncn2[C@H]1CN(Cc2cccs2)C[C@@H](CO)O1	-24	/	11	-22	-6	19	1	1	1.1

More compounds.
SMILES	M1 antag	CHO parental Ca	CHRM1 PAM	CHO-K1 Ca antag	TAAR1 antag	M1 PAM parental	CHRM1 agonist	TAAR1 ag	CHO-K1 Ca ag
COc1ccc(/C=C2\SC(=S)N(CCCC(=O)N3CCOCC3)C2=O)cc1	-3	-1	2	-8	-17	7	-2	1	1.5
O=C(CC(O)CCc1ccccc1)c1ccc(O)cc1 (stereo unspecified)	-9	16	5	-2	-4	9	0	1	1.0
COCCNC(=O)C(=O)Nc1ccc2c(c1)N(S(=O)(=O)c1cccs1)CCC2	-7	-9	7	1	-24	6	-5	10	8.5
Cn1nc(C(=O)NC2CCC(O)CC2)c2ccccc2c1=O (stereo unspecified)	-6	-5	7	-21	-18	9	-1	3	1.0
Cc1nc2c(C#N)c[nH]n2c(=O)c1Cc1ccccc1	0	0	8	-26	1	26	3	14	0.5
O=S(=O)(O)c1cc(O)c2ccc(Nc3ccccc3)cc2c1	-8	/	5	-9	-2	10	-1	2	0.4
Cc1nonc1NC(=O)c1oc2ccccc2c1C	-10	-5	4	-8	-9	13	-4	-2	0.3
CCOc1ccccc1/C=N/Nc1nc2ccccc2o1	-6	-17	2	-1	-16	-9	-2	2	0.2
O=C(CCS(=O)(=O)c1ccc(Cl)cc1)NCCN1C(=O)S/C(=C\c2ccccc2F)C1=O	15	-2	-12	13	71*	-7	-4	14	13
CCCCN1C(=N)N([C@@H](C)CN2CCC[C@H]2CN2C(N)=NC[C@H]2CC(C)C)C[C@H]1[C@H](C)CC	1	-11	1	-12	9	12	-14	2	0.1
CCOc1ncccc1C(=O)OCC(=O)Nc1c(C)cccc1C	-30	-6	6	-9	-5	11	-2	0	-0.3
Cc1cc(C)c(C)c(S(=O)(=O)N2C(=S)NC(=O)C2CC(C)C)c1C (stereo unspecified)	-15	-5	-2	-7	-3	9	-1	9	2.1
CC(C)C(=O)Nc1nnc(SCC(=O)NCc2ccc3c(c2)OCO3)s1	-15	-6	12	-7	-9	-9	-2	-1	-0.8
CC(C)(C)c1ccc(C(=O)NNC(=O)C2CCCCC2)cc1	1	0	4	5	-10	-1	-5	8	0.3
CNc1cncc(-c2ccc(F)c(F)c2)n1	-6	/	7	15	-25	6	-2	1	0.1
O=C1NC(=O)C2(COC3(CCCC3)OC2)S1	-10	-1	4	-1	-4	6	-2	3	0.2
O=C(O)C(Cc1ccccc1)N1CCS(=O)(=O)CC1 (stereo unspecified)	1	-9	-5	8	12	-7	-3	3	12
O=C1NC(c2cccc3ccccc23)Nc2ccccc21 (stereo unspecified)	5	/	-2	-2	5	0	-3	3	0.2
COCCCN1CC(=O)N2C(c3ccc(C)cc3)c3[nH]c4ccccc4c3C[C@H]2C1=O (stereo partly specified)	-5	-12	2	-6	11	-14	0	11	4.5
COc1cccc(C2CC(=O)Nc3c2c(=O)n(C)c(=O)n3C)c1OC (stereo unspecified)	-22	-12	18	-5	-20	21	-1	1	0.2
COc1ccc(CNC(=O)COC(=O)c2ccccc2C(=O)c2ccccc2)cc1	-1	-9	1	-4	8	-12	-5	7	1.3
N#Cc1ccccc1NC(=O)C1CCCO1 (stereo unspecified)	-13	/	5	-7	-12	13	-1	1	0.2
CC(C)[C@@H](CO)NC(=O)c1ccc2c3n(nc2c1)-c1ccc(Cl)cc1CO3	-3	-12	5	-9	3	-16	-4	10	0.2
COc1ccccc1N1CCN(CCN2C(=O)C3CCCCN3C2=O)CC1 (stereo unspecified)	-12	4	3	-4	-14	8	-8	0	0.3
CC1CCN(S(=O)(=O)c2ccc3c(c2)N(CC(=O)NCCCN2C(C)CCCC2C)C(=O)CO3)CC1 (stereo unspecified)	-8	-6	8	-3	-23	-5	-6	2	0.1
CN(C)c1ccc(-c2ccnc3c2CC(C)(C(=O)NCc2ccco2)O3)cc1 (stereo unspecified)	-7	/	9	-5	-16	17	-6	-3	0.7
COC(=O)c1cc(Sc2c(Cl)cccc2Cl)ccn1	-1	-15	7	8	-11	1	-9	17	0.1
CCCn1c(SCC(=O)Nc2cccc(Cl)c2Cl)n[nH]c1=O	-10	-11	9	-2	-1	2	-3	1	0.3
O=C(COc1ccccc1)N[C@@H]1c2ccccc2CC[C@H]1OCc1ccccc1	-20	-16	12	-17	45	14	-5	2	-0.3
O=C1CCCN1c1cc(Cl)ccc1Cl	16	4	-5	14	13	-7	-2	13	-0.3
O=C(COC(=O)c1ccc(Br)c(S(=O)(=O)N2CCOCC2)c1)NC1CC1	-13	-1	10	-6	-2	-1	0	7	0.0
CCc1ccc(NC(=O)[C@H](C)NC(=O)C2CCN(C(=O)[C@@H](N)C(C)C)CC2)cc1	-24	-6	16	4	-11	2	-4	0	0.5
Cc1ccccc1C(=O)Nc1ccc(N(C)C)c2ccccc12	3	-13	-3	0	16	6	-8	0	1.1
Nc1ccccc1Sc1ccccc1[N+](=O)[O-]	-12	-9	4	-6	13	-5	-9	-1	-0.2
CCN(CC(=O)c1c(N)n(C)c(=O)n(C)c1=O)c1cccc2ccccc12	-4	-37	10	-15	11	22	-4	0	1.0
CC(C)OC(=O)CSc1nnc(-c2ccc(Cl)cc2)n1N	6	-10	-6	12	16	-9	-5	11	0.5
CCCn1c(=O)[nH]c(=O)c2c1nc(-c1ccc(OC(F)(F)C(F)C(F)(F)F)cc1)n2CCOC (stereo unspecified)	0	-10	1	13	6	-4	-3	-1	-0.1
O=C(Nc1ccc(F)cc1)OCCN1CCN(Cc2ccccc2)CCC1=O	1	-4	-5	-15	13	1	0	22	8.8
CC(C)c1nn2c(N)c(/C=C3\C=Nc4ccccc43)c(=O)nc2s1	14	-11	-5	1	18	-8	-1	5	4.0
Cc1ccc(C(=O)Nc2cccc3cccnc23)cc1C	7	-21	17	10	-31	-11	10	3	-0.1
Cc1ccc(-c2nnn(CC(=O)N(c3ccccc3F)C(C(=O)NC3CCCC3)c3ccco3)n2)o1 (stereo unspecified)	-7	-2	-1	2	/	2	-6	/	0.7
CCOC(=O)c1ccc(NC(=S)NCCc2ccc(OC)c(OC)c2)cc1	-2	-18	-3	0	-4	8	4	9	13
Cn1c(=O)c2c(nc(NC3CCCC3)n2C)n(C)c1=O	2	-6	2	-3	-13	9	-2	-1	0.2
COc1ccc2ccccc2c1/C=N/NC(=O)c1nnn(-c2nonc2N)c1CN(C)C	-7	-11	6	-9	-3	14	0	2	0.3
CCc1ccc(C(=O)C(C)OC(=O)c2cccc(S(=O)(=O)N3CCOCC3)c2)cc1 (stereo unspecified)	6	4	-5	0	9	-26	-2	6	1.6
Cc1cc(=O)oc(C)c1C(=O)NCCNC(=O)c1c(C)cc(=O)oc1C	3	-10	1	-1	-12	6	-2	4	0.0
O=C(CSc1nnnn1-c1ccccc1)N1N=CCC1c1ccccc1 (stereo unspecified)	7	-17	-4	-8	3	9	-4	2	4.4
COC(=O)Cn1c(CCC(=O)O)ccc1-c1ccccc1	-4	-16	3	-8	-3	0	-3	0	-0.1
Cc1cc(C(=O)OCC(=O)NC2CCS(=O)(=O)C2)c2ccccc2n1 (stereo unspecified)	-5	-3	5	-14	3	21	-2	6	1.0
COc1cccc(-c2cc(C(=O)NCc3cccs3)no2)c1	-5	-7	3	-10	-14	13	-3	-1	1.7
